D2 agonist: HTS Assay for Allosteric Agonists of the Human D2 Dopamine Receptor: Primary Screen for Agonists. D(2) dopamine receptor (Homo sapiens), P14416. HEK293 T-REx D2 cells, calcium flux agonist mode. activation, % at 2 µM. hit rate 0.53% among 340,000;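 active means activation over 3 SD above normal in the single-dose calcium agonist read, cut at about 30% in these data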; further: 0% is about no effect
Target sequence (P14416 whole entry, looked up): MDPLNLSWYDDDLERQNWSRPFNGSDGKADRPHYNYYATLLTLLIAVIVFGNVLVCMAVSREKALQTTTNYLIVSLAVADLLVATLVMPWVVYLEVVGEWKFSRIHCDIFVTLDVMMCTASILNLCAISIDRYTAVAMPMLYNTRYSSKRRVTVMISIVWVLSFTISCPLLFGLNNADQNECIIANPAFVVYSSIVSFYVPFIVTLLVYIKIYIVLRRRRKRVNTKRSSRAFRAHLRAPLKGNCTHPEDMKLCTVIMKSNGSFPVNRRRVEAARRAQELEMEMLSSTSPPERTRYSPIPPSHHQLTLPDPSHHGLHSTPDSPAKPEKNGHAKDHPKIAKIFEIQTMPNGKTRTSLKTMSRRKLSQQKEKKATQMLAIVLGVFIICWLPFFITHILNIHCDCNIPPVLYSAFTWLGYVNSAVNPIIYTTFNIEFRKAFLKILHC
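Tetracycline-induced HEK293 Trex cells with D2 receptor force-coupled to calcium signaling, plated overnight at 30 C and loaded with no-wash calcium dye. Calcium flux read kinetically for 180 s after compound addition; responses flag agonists.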
D2 potentiator: HTS Assay for Positive Allosteric Modulators of the Human D2 Dopamine Receptor: Primary Screen for Potentiators. HEK293 T-REx D2, calcium flux, EC20 dopamine potentiation. hit rate 0.34% among 340,000. AID 485347, 2010. potentiation, % at 10 µM;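 active means potentiation over 3 SD above the plate norm, cut at about 30% in these data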; further: 0% is about no effect
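Calcium flux readout, no-wash dye, 1 read/s. Inducible HEK293 Trex D2 line, overnight 30 C. Compound alone 180 s (agonist flags), then EC20 dopamine, another 180 s to score potentiation.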
TRHR enhancer: qHTS for Small Molecule Agonists and Allosteric Enhancers of Human TRH Receptor: Primary Screen for Enhancers. enhancement, % at 2 µM. Thyrotropin-releasing hormone receptor (Homo sapiens), P34981. TRHR cells, fluo-8 calcium fluorescence, EC20 TRH enhancement. hit rate 0.66% among 360,000; in the data active means enhancement above about 30%; further: 0% is about no effect
Target sequence (P34981 whole entry, looked up): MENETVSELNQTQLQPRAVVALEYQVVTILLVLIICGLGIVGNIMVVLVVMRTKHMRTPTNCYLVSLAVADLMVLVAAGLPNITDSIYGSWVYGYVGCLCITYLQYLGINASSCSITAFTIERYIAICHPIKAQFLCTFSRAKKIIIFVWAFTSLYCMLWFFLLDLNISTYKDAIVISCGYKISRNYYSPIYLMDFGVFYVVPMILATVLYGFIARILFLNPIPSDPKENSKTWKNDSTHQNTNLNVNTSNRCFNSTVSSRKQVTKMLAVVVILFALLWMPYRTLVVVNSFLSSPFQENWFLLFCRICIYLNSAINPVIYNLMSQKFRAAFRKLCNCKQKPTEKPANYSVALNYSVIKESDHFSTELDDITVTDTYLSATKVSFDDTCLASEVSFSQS
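Enhancer read-out: after compound pinning and an initial kinetic agonist-mode read, an EC20 of TRH (10 nM final) was injected and fluo-8 calcium signal (Ex 480/Em 530) followed at 1 s/cycle for 100 cycles in TRHR-expressing cells.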
RXFP1 antagonist: qHTS Assay for Antagonists of the Relaxin Receptor RXFP1 | HEK293-RXFP1, relaxin-stimulated cAMP HTRF, 30 min; active compounds read low | activity change, negative = inhibition, % at 57.5 µM | hit rate 0.59% among 350,000;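 active means activity change of -60% or lower, but not beyond a set lower limit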; further: on the % scale 0 is the no-effect control and ±100 the full control effect
D1 potentiator: Potentiators of Human D1 Dopamine Receptor: qHTS. D(1A) dopamine receptor (Homo sapiens), P21728. HEK293 TREx D1 cells, calcium flux, dopamine EC20 potentiation. potentiation, % at 10 µM. hit rate 0.036% among 360,000. AID 504651, 2011; in the data active means potentiation above about 30%; further: 0% is about no effect
TRHR ag: qHTS for Small Molecule Agonists and Allosteric Enhancers of Human TRH Receptor: Primary Screen for Agonists; Thyrotropin-releasing hormone receptor (Homo sapiens), P34981; TRHR cells, calcium flux fluo-8, FDSS agonist mode; activation, % at 2 µM; hit rate 0.18% among 360,000; AID 493084, 2011; further: 0% is about no effect
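TRHR-expressing cells, plated overnight in medium with 10% serum, were loaded with fluo-8 calcium dye at room temperature. After a 10 s baseline, library compound was pin-added and calcium release was recorded kinetically (ex 480/em 530) as agonist response.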
D1 antagonist: Antagonist of Human D 1 Dopamine Receptor: qHTS; D(1A) dopamine receptor (Homo sapiens), P21728; HEK293 TREx D1 cells, calcium flux, dopamine EC80; active compounds read low; activity change, negative = inhibition, % at 10 µM; hit rate 3.2% among 360,000; in the data active means activity change below about -30%; further: on the % scale 0 is the no-effect control and ±100 the full control effect
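HEK293 T-REx cells expressing inducible, force-coupled D1 receptor; no-wash Ca dye, 30–90 min RT. Cmpd → 180 s read at 1 Hz → EC80 DA → 180 s read.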
D2 antagonist: HTS Assay for Allosteric Antagonists of the Human D2 Dopamine Receptor: Primary Screen for Antagonists | hit rate 2% among 340,000 | AID 485344, 2010 | inhibition, % at 10 µM | HEK293 TREx D2 cells, calcium flux, dopamine EC80; in the data active means inhibition above about 30%; further: 0% is about no effect
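Read-out: kinetic calcium fluorescence (1 cycle/s) in inducible HEK293 T-REx D2 cells after an EC80 dopamine addition that followed 180 s compound preincubation. Loss of the dopamine response indicates antagonism.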
D1 ag: Allosteric Agonists of the Human D1 Dopamine Receptor: qHTS; D(1A) dopamine receptor (Homo sapiens), P21728; HEK293 T-REx D1 cells, calcium flux, agonist mode; activation, % at 2 µM; hit rate 1% among 360,000; further: 0% is about no effect
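Tetracycline-induced HEK293 TREx D1 cells, force-coupled to calcium signalling, were dye-loaded with a no-wash calcium kit. Compound was pin-added after a 10 s baseline. Fluorescence was read kinetically at 1 cycle/s for 180 s, with calcium rises flagged as agonism.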
The depositor's hits bear a star; · = not tested or not shown. Unless noted, no stated cut-off is given here; in the data, active means activation above about 30%; inactive means the rest.

canonical_smiles	D2 potentiator	D1 ag	TRHR ag	TRHR enhancer	D1 potentiator	D2 agonist	RXFP1 antagonist	D1 antagonist	D2 antagonist
CCN(CC)CCNC(=O)c1ccc(NC(=O)C2CCN(S(=O)(=O)c3ccc4c(c3)OCCO4)CC2)cc1	-4	2	0.4	-9	-6	0.2	-5	-3	-1
CCOc1ccccc1NC(=O)CSc1nnc(NC(=O)c2ccco2)s1	17	3	0.6	5	-4	-3.3	-10	14	-20
CC(C)c1ccc(NC(=O)C(c2ccccc2)N2CC(=O)Nc3ccccc32)cc1 (centres undefined)	-3	-1	1.2	-6	2	-2.0	·	53	9
CC(C)c1ccc(/C=N/NC(=O)c2ccc(-n3cnnn3)cc2)cc1	10	2	0.4	6	-1	0.2	-1	-15	1
O=C(Cc1ccccc1)NCCC1=CCCCC1	-7	0	-0.6	-3	1	-0.6	-1	3	-13
O=C(Cn1ccc2ccccc2c1=O)NCCC(=O)N1CCCCC1	1	-2	0.4	2	-1	0.5	26	-14	-5
CCS(=O)(=O)c1ccc2oc(SCC(=O)NC(C)C3CC4CCC3C4)nc2c1 (centres undefined)	18	-2	-0.1	3	-4	-1.1	-15	-2	-10
COc1cc(NC(=O)c2nc3nc(C)cc(C(F)F)n3n2)c(OC)cc1Cl	8	0	0.0	10	1	0.2	·	1	·
CC(C)NC(=O)c1ccccc1-c1ccccc1	-1	1	-0.4	1	-3	-0.1	-4	-1	5
O=C(NC(=O)c1ccc(Cl)cc1)Nc1ccc(-c2cnco2)cc1	-5	3	0.3	1	3	-0.2	·	-10	-8
O=C(NCC(c1ccco1)N1CCN(c2ccc(F)cc2)CC1)C(=O)NC1CCCC1 (centres undefined)	·	0	0.0	0	-2	·	-7	-1	·
COc1ccc(-n2cc(C(=O)NCc3cccc(OC)c3)c3ccccc3c2=O)cc1	2	0	0.4	-1	-2	0.2	5	14	·
CS(=O)(=O)N1CCN(C(=O)CCc2ccccc2)CC1	1	0	0.0	0	0	2.1	8	3	11
Cc1ccc(S(=O)(=O)/N=C(/Nc2cccc(O)c2)c2ccccc2)cc1	4	1	0.0	6	-5	0.4	18	-13	14
Cc1ccc(N(C)C(=O)CCNC(=O)Cn2cnc3ccccc3c2=O)cc1C	-1	0	0.0	-4	-8	-0.2	3	-26	9

Other records:
canonical_smiles	D2 potentiator	D1 ag	TRHR ag	TRHR enhancer	D1 potentiator	D2 agonist	RXFP1 antagonist	D1 antagonist	D2 antagonist
O=C(O)CSCC(=O)Nc1ccc(C(=O)O)cc1	-13	2	0.5	-3	-6	0.0	10	8	-5
COc1cccc(NC(=O)C2CCN(C(=O)[C@@H]3Cc4ccccc4CN3)CC2)c1	-3	4	0.3	-5	0	0.3	2	-8	-5
COc1ccccc1-c1c(C(F)(F)F)oc2c(CN(C)C)c(O)ccc2c1=O	5	4	-0.2	-7	-1	0.1	15	31	6
CCOc1ccc(/C=C/c2nc(C#N)c(NC3CCCCC3)o2)cc1	-5	5	-1.2	-7	0	-0.6	-2	-38*	·
COc1ccc(N=C2SC(C(=O)Nc3ccc(F)cc3)CC(=O)N2C)cc1 (centres undefined)	-13	1	0.1	-6	4	2.1	-5	6	0
COc1ccc(CN2C(=O)CC(Cc3cc(C)cc(C)c3)C2=O)cc1OC (centres undefined)	-7	2	-1.1	3	-9	-0.9	2	-43*	7
COc1ccc(CNC(=O)CN2CCN(c3cccc(C)c3C)CC2)cc1	-7	4	-0.8	-2	3	1.3	-22	7	8
O=C(CN1CCOCC1)Nc1cc(Cl)ccc1Cl	0	1	-0.2	-1	-7	-1.1	10	-12	-6
Cc1ccc(-n2ncc3c2CC(C)(C)CC3NC(=O)CCN2CCCO2)cc1 (centres undefined)	-7	2	0.7	-4	-4	-1.2	15	-20	5
CC(C)Oc1ccc(C(=O)Nc2ccccc2N2CCCC2)cc1	-7	1	-0.1	3	-5	0.0	-7	-12	7
CN1/C(=C\C(=O)c2ccco2)C(C)(C)c2ccccc21	3	2	0.0	-5	-4	-0.6	-86*	2	-6
Cc1cccc(N2CCN(C(=O)C3CCCN(S(=O)(=O)c4cccc5nsnc45)C3)CC2)c1C (centres undefined)	17	0	-0.4	1	0	-0.6	·	-3	·
COc1cccc(-c2nc(CS(=O)(=O)CC(=O)Nc3cc(C)ccc3C)c(C)o2)c1	-10	0	-0.5	-6	-2	-2.4	12	-25	5
O=C(/C=C/c1ccccc1Cl)Nc1ccc(S(=O)(=O)Nc2ncccn2)cc1	9	4	-1.3	-5	7	1.6	-5	20	-15
O=C(NCC1CCN(S(=O)(=O)c2ccccc2)CC1)Nc1ccccc1	12	15	-1.3	2	-8	1.3	-18	-27	-8

Next part:
canonical_smiles	D2 potentiator	D1 ag	TRHR ag	TRHR enhancer	D1 potentiator	D2 agonist	RXFP1 antagonist	D1 antagonist	D2 antagonist
N#Cc1ccc(-c2ccc(OCC(=O)Nc3cccnc3)cc2)cc1	·	20	1.0	-2	-7	·	-5	-45*	·
COc1ccccc1-c1cc(C2CC2)nc(N)c1C#N	-8	3	-0.8	6	0	0.5	-9	11	-6
CCC(NC(=O)N(Cc1ccccc1)Cc1ccc2c(c1)OCO2)(C(F)(F)F)C(F)(F)F	-8	3	-0.3	-1	0	·	-17	0	·
COc1cc(-c2nc3n(n2)C(c2ccc(F)cc2)C2=C(CCCC2=O)N3)cc(OC)c1OC (centres undefined)	10	1	-0.2	3	-6	-0.2	4	27	-7
Cn1nc(C(F)(F)F)c(-c2ccc(Br)cc2)c1NC(=O)Nc1ccc(F)cc1F	-1	17	1.2	-3	-9	0.6	-61*	-34*	7
COc1ccc2c(c1)-c1nc(NC(=O)c3cc(Cl)ccc3OC)sc1CC2	-4	-2	0.1	0	-4	0.3	10	-2	·
CCc1cccc2c(C#N)cn(CC(=O)NCCOC)c12	3	1	-0.7	19	8	1.6	-2	-3	-7
Cc1c(NC(=O)C(C)OC(=O)c2cccc(S(=O)(=O)N3CCOCC3)c2)c(=O)n(-c2ccccc2)n1C (centres undefined)	-5	1	0.8	0	-2	0.0	6	32	-5
CC(C)OCCCNC(=O)C1CCC(CNS(=O)(=O)c2ccc(Cl)cc2)CC1 (centres undefined)	-10	2	-1.0	1	-5	0.4	-14	-12	-14
Cc1nc2scc(-c3cccs3)c2c(=O)[nH]1	·	-1	-0.4	-1	8	·	-15	-4	·
O=C(c1cccnc1)c1cccnc1	12	2	-0.7	8	4	0.0	5	2	13
Cc1sc2ncnc(SCC(=O)N3CCCCC3)c2c1C	5	14	-1.6	-17	·	-3.8	3	-2	1
CCC(C)c1ccc(NC(=O)C/C(C)=N/NC(=O)c2cnccn2)cc1 (centres undefined)	-3	6	-1.7	-10	-2	-1.2	-1	7	-10
O=C(Nc1ccc(O)cc1)N1CCOCC1	-5	5	1.1	-2	-2	-0.4	9	-39*	2
CCN(CCCNC(=O)c1nn(C)c2c1CS(=O)(=O)c1ccccc1-2)Cc1ccccc1	-24	0	0.1	-10	-1	0.2	25	-22	3

Among those listed so far, these have an aryl thioether with sulfur outside any ring:
canonical_smiles	D2 potentiator	D1 ag	TRHR ag	TRHR enhancer	D1 potentiator	D2 agonist	RXFP1 antagonist	D1 antagonist	D2 antagonist
CCOc1ccccc1NC(=O)CSc1nnc(NC(=O)c2ccco2)s1	17	3	0.6	5	-4	-3.3	-10	14	-20
CCS(=O)(=O)c1ccc2oc(SCC(=O)NC(C)C3CC4CCC3C4)nc2c1 (centres undefined)	18	-2	-0.1	3	-4	-1.1	-15	-2	-10
Cc1sc2ncnc(SCC(=O)N3CCCCC3)c2c1C	5	14	-1.6	-17	·	-3.8	3	-2	1

(more compounds)
canonical_smiles	D2 potentiator	D1 ag	TRHR ag	TRHR enhancer	D1 potentiator	D2 agonist	RXFP1 antagonist	D1 antagonist	D2 antagonist
CCn1cc(C(=O)O)c(=O)c2cc(F)c(N3CCN(C(=S)NC(=O)c4cccc(F)c4)CC3)cc21	-2	3	0.4	1	-6	0.1	-10	-8	-4
Fc1cccc(NC(=S)Nc2cccnc2)c1	-4	0	0.6	16	-5	3.6	2	·	2
CSc1cccc(NC(=O)CN(C)S(=O)(=O)c2cnc[nH]2)c1	-6	1	0.1	8	-2	0.5	7	23	16
Cc1ccc(CN2c3ccccc3-c3nc(SCC(=O)Nc4c(C)cc(C)cc4C)ncc3S2(=O)=O)cc1	13	7	-0.7	4	-4	-1.2	4	8	·
Cn1c(=O)cc(SCC(=O)N2CCCC2)c2ccccc21	-1	2	1.2	8	-12	0.8	-2	8	1
O=[N+]([O-])c1cc(C(F)(F)F)ccc1N1CCCNCC1	-2	20	2.5	6	9	0.6	-4	0	-1
Cc1ccc(S(=O)(=O)NC(CC(C)C)C(=O)N2CCOCCOCCOCCOCC2)cc1 (centres undefined)	-1	-3	0.4	0	-5	0.3	-1	8	-5
Cc1cc(C(=O)N2CCC(C(N)=O)CC2)c(C)o1	0	1	-0.1	-3	-5	0.3	7	15	-24
CC(O)[C@H]1CNCCN1CCc1cc(C(F)(F)F)cc(C(F)(F)F)c1 (some centres undefined)	12	10	1.5	-2	6	2.6	·	17	2
Cc1ccc(N2C(=O)NC(NC(=O)C(C)(C)C)(C(F)(F)F)C2=O)cc1 (centres undefined)	-1	2	-1.1	3	7	-0.5	7	10	-7
COc1ccc(-c2nn(-c3ccc(F)cc3F)c3c2cnc2ccc(F)cc23)cc1	-2	3	0.5	-1	0	-1.3	-1	9	·
CN=c1scc(-c2ccc(Br)cc2)n1C	0	-1	1.2	4	-3	0.3	-4	·	0
CCN(CC(=O)NC(C)C)C(=O)[C@H](C)NC(=O)c1ccc(Br)cc1	-1	2	-0.3	-1	2	0.6	-15	1	13
Cc1ccccc1Cc1c(C)nc2nc(SCC(=O)NCc3ccco3)nn2c1C	0	0	0.0	1	0	-0.4	5	-8	5
CC(C(N)=O)N1c2cccc3cccc(c23)S1(=O)=O (centres undefined)	-7	2	0.2	0	-3	·	-8	·	·

Next part
canonical_smiles	D2 potentiator	D1 ag	TRHR ag	TRHR enhancer	D1 potentiator	D2 agonist	RXFP1 antagonist	D1 antagonist	D2 antagonist
Cc1ccccc1-n1c(N)c(C(=O)Nc2ccc(F)cc2)sc1=S	-11	0	-0.4	-4	-6	1.9	2	-12	-15
CCOCCCNC(=O)C(c1ccc(Cl)cc1)N1CCN(c2ccccc2)CC1 (centres undefined)	2	1	-0.1	-5	-4	0.8	·	-24	-3
COC(=O)C1C(=O)N2CCCSC2=C(C#N)C1c1cccs1 (centres undefined)	-1	4	0.5	-3	-8	0.4	-13	-20	-12
O=C(O/N=C(\c1ccccc1)c1ccncc1)c1ccccc1Cl	23	3	-0.5	2	0	-2.0	-8	5	9

Source: PubChem (National Center for Advancing Translational Sciences (NCATS))
